Screens deposited in PubChem by Sanford-Burnham Center for Chemical Genomics.
TAG inh: inhibitors of triacylglycerol accumulation, primary screen, cell-based, uHTS, fluorescence, H9c2 | AID 651582, 2012 | H9c2 cells, Nile Red lipid (TAG) fluorescence; cells loaded with 200 µM oleic acid | hit rate 0.66% among 230,000 | inhibition, % at 12.5 µM;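 active = pattern-corrected inhibition of lipid staining of at least 50% with the nuclear-stain viability signal not falling by more than 50%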;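 note: 0% = DMSO wells and 100% = triacsin C control wells; some results filed as inactive read as strong as hits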
TAG inh DAPI viability: second read-out of TAG inh, no call of its own (marks repeat the call); DAPI nuclei signal change (viability), lower = more cytotoxic, %;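 whole-well DAPI fluorescence read on a plate reader as a viability signal; minus 50 percent equals half of cells still viable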
The depositor's hits bear a star. A portion of the library, so the mix of outcomes need not match the whole.

`Cn1c(=O)n(C)c2cc(NC(=O)COc3ccccc3)ccc21` gave TAG inh 10 and TAG inh DAPI viability -4.
`CSc1cccc(CN2CCCC(CNC(=O)c3ccc(F)cc3)C2)c1` (stereo not given) gave TAG inh -18 and TAG inh DAPI viability 2.
CC1(C(=O)Nc2cnc3ccccc3c2)CCN1C(=O)CC(c1ccccc1)c1ccccc1 (stereo not given) was read as TAG inh 6 and TAG inh DAPI viability -8.
`COc1cccc(C(Nc2ccccn2)c2oc(CO)cc(=O)c2O)c1` (stereo not given) gave TAG inh -6 and TAG inh DAPI viability -3.
O=C(N/N=C/c1ccc(OCC2COCCO2)cc1)c1ccc(Br)cc1 (stereo not given) was read as TAG inh -7 and TAG inh DAPI viability -3.
`CC(C)(C)C(=O)Nc1nc2c(c(=O)[nH]1)CCCC2` gave TAG inh 16 and TAG inh DAPI viability -17.
Screening COC(=O)CSc1ccc2nnc(CCNS(=O)(=O)c3ccccc3)n2n1 returned TAG inh 2 and TAG inh DAPI viability 4.
For CCNC(=S)NNC(=O)CSc1nc2ccccc2n1C the results were TAG inh 9 and TAG inh DAPI viability 5.
For COc1ccc(S(=O)(=O)N2CCCCC2)cc1NC(=O)c1ccc(C)cc1 the results were TAG inh -29 and TAG inh DAPI viability -8.
`COc1cccc(NC(=O)C2(C)CCN2Cc2ccc(OC)c3ccccc23)c1` (stereo not given) gave TAG inh -17 and TAG inh DAPI viability 1.
Screening COC(=O)[C@]1(Cc2ccccc2)N[C@H](CN(C)S(=O)(=O)c2ccc(C)cc2)[C@@H]2C(=O)N(Cc3ccccc3)C(=O)[C@@H]21 returned TAG inh 7 and TAG inh DAPI viability -9.
CCOc1ccc2oc(C(=O)OCC(=O)NC3CC3)c(C)c2c1 was read as TAG inh -2 and TAG inh DAPI viability 16.
O=C(CSc1nnc(Cc2cccs2)n1-c1ccccc1)NCc1ccc2c(c1)OCO2 was read as TAG inh -5 and TAG inh DAPI viability -3.
`O=C(/C=C/c1cccc(F)c1)OCC(=O)N1CCCC1` gave TAG inh -1 and TAG inh DAPI viability 6.
`Cn1c(=O)c2[nH]c(CCCc3nc4ccccc4[nH]3)nc2n(C)c1=O` gave TAG inh -3 and TAG inh DAPI viability -3.
Screening COC(=O)c1cc(C(=O)OCC(=O)Nc2ccc(N3CCOCC3)cc2)cc([N+](=O)[O-])c1 returned TAG inh -3 and TAG inh DAPI viability 5.
`CC(C)(C)SC(=O)C[C@@H]1NS(=O)(=O)OC2CCCCC21` (stereo not given in full) gave TAG inh 5 and TAG inh DAPI viability -1.
`CC1(C(=O)NS(=O)(=O)c2ccc(Cl)cc2)CCN1C(=O)Cc1cccc2ccccc12` (stereo not given) gave TAG inh -9 and TAG inh DAPI viability 3.
`Cc1cccc(OCC(=O)NNC(=O)c2ccc([N+](=O)[O-])cc2)c1` gave TAG inh 3 and TAG inh DAPI viability -8.
`COc1ccccc1C(C)NS(=O)(=O)c1ccc(Cl)nc1` (stereo not given) gave TAG inh -6 and TAG inh DAPI viability 0.
For COC(=O)N1C(=O)[C@](c2ccc(Cl)cc2)(C(C)C)N1C(=O)OC the results were TAG inh 1 and TAG inh DAPI viability -12.
O=C(NCC1CCCO1)C(=O)NCC1CCCN1S(=O)(=O)c1ccccc1 (stereo not given) was read as TAG inh 6 and TAG inh DAPI viability 1.
`CN1C(=O)CC(N2CCN(C(c3ccccc3)c3ccccc3)CC2)C1=O` (stereo not given) gave TAG inh -3 and TAG inh DAPI viability -4.
Screening CCOC(=O)N1CCN(Cc2nc3c(c(=O)n(C)c(=O)n3C)n2Cc2ccccc2C)CC1 returned TAG inh -2 and TAG inh DAPI viability -2.

13 entries already listed, arranged by heavy-atom count, rising:
`CC(C)(C)C(=O)Nc1nc2c(c(=O)[nH]1)CCCC2` gave TAG inh 16 and TAG inh DAPI viability -17.
`CC(C)(C)SC(=O)C[C@@H]1NS(=O)(=O)OC2CCCCC21` (stereo not given in full) gave TAG inh 5 and TAG inh DAPI viability -1.
`COc1ccccc1C(C)NS(=O)(=O)c1ccc(Cl)nc1` (stereo not given) gave TAG inh -6 and TAG inh DAPI viability 0.
For COC(=O)N1C(=O)[C@](c2ccc(Cl)cc2)(C(C)C)N1C(=O)OC the results were TAG inh 1 and TAG inh DAPI viability -12.
`Cc1cccc(OCC(=O)NNC(=O)c2ccc([N+](=O)[O-])cc2)c1` gave TAG inh 3 and TAG inh DAPI viability -8.
`Cn1c(=O)c2[nH]c(CCCc3nc4ccccc4[nH]3)nc2n(C)c1=O` gave TAG inh -3 and TAG inh DAPI viability -3.
`COc1cccc(C(Nc2ccccn2)c2oc(CO)cc(=O)c2O)c1` (stereo not given) gave TAG inh -6 and TAG inh DAPI viability -3.
`CN1C(=O)CC(N2CCN(C(c3ccccc3)c3ccccc3)CC2)C1=O` (stereo not given) gave TAG inh -3 and TAG inh DAPI viability -4.
`COc1cccc(NC(=O)C2(C)CCN2Cc2ccc(OC)c3ccccc23)c1` (stereo not given) gave TAG inh -17 and TAG inh DAPI viability 1.
`CC1(C(=O)NS(=O)(=O)c2ccc(Cl)cc2)CCN1C(=O)Cc1cccc2ccccc12` (stereo not given) gave TAG inh -9 and TAG inh DAPI viability 3.
Screening COC(=O)c1cc(C(=O)OCC(=O)Nc2ccc(N3CCOCC3)cc2)cc([N+](=O)[O-])c1 returned TAG inh -3 and TAG inh DAPI viability 5.
Screening CCOC(=O)N1CCN(Cc2nc3c(c(=O)n(C)c(=O)n3C)n2Cc2ccccc2C)CC1 returned TAG inh -2 and TAG inh DAPI viability -2.
Screening COC(=O)[C@]1(Cc2ccccc2)N[C@H](CN(C)S(=O)(=O)c2ccc(C)cc2)[C@@H]2C(=O)N(Cc3ccccc3)C(=O)[C@@H]21 returned TAG inh 7 and TAG inh DAPI viability -9.

Following part:
For Cc1cc(C)nc(NC(=NCCc2c[nH]c3ccccc23)NC(=O)Nc2ccc(Cl)c(Cl)c2)n1 the results were TAG inh 67* and TAG inh DAPI viability -24*.
`N#Cc1c(C(F)(F)F)cc(-c2ccccc2)nc1SCC(=O)Nc1sc2c(c1C#N)CCC2` gave TAG inh 13 and TAG inh DAPI viability -11.
CCS(=O)(=O)Nc1ccc(C2=NN(S(C)(=O)=O)C(c3cccs3)C2)cc1 (stereo not given) was read as TAG inh 2 and TAG inh DAPI viability -4.
`Nc1cc(=O)[nH]c(=O)n1Cc1ccco1` gave TAG inh 4 and TAG inh DAPI viability 0.
COCCNc1nc2nonc2nc1N1CCCC1c1nccs1 (stereo not given) was read as TAG inh 14 and TAG inh DAPI viability -10.
Cc1cc(N2C(=O)C3C4C=CC(C4)C3C2=O)ccc1Br (stereo not given) was read as TAG inh -8 and TAG inh DAPI viability 1.
For COc1ccc(Cl)cc1N=Cc1c(O)c2ccccc2oc1=O the results were TAG inh 8 and TAG inh DAPI viability -5.
`O=C(NCc1ccc2c(c1)OCO2)c1c(-c2ccsc2)sc2ccccc12` gave TAG inh 3 and TAG inh DAPI viability 0.
Screening Cc1c(NS(=O)(=O)c2cc(C(=O)NCc3cccc(Cl)c3)ccc2Cl)c(=O)n(-c2ccccc2)n1C returned TAG inh 20 and TAG inh DAPI viability -2.
Screening COc1ccc(CNc2oc(C)nc2C#N)cc1 returned TAG inh 0 and TAG inh DAPI viability 6.
For O=C(CSc1nnc(-c2ccco2)n1-c1ccccc1)NCC1CCCO1 (stereo not given) the results were TAG inh 14 and TAG inh DAPI viability 1.
O=C(Nc1cccc(C(=O)O)c1)/C(=C/c1ccc([N+](=O)[O-])cc1)NC(=O)c1ccccc1 was read as TAG inh -12 and TAG inh DAPI viability 5.

The last 3 compounds of the section before lead into the next:
Screening COc1ccc(CNc2oc(C)nc2C#N)cc1 returned TAG inh 0 and TAG inh DAPI viability 6.
For O=C(CSc1nnc(-c2ccco2)n1-c1ccccc1)NCC1CCCO1 (stereo not given) the results were TAG inh 14 and TAG inh DAPI viability 1.
O=C(Nc1cccc(C(=O)O)c1)/C(=C/c1ccc([N+](=O)[O-])cc1)NC(=O)c1ccccc1 was read as TAG inh -12 and TAG inh DAPI viability 5.
`CC=CC1OCC(CC)C(CCC)O1` (stereo not given) gave TAG inh -24 and TAG inh DAPI viability 5.
Screening COc1cc(O)c(C(CCN2CCCC2)c2ccc3c(c2)OCO3)c(OC)c1 (stereo not given) returned TAG inh 18 and TAG inh DAPI viability -6.
Screening Cc1ccc(/C=C/C(=O)OC(C)C(=O)NC2CCCCC2C)o1 (stereo not given) returned TAG inh 22 and TAG inh DAPI viability -6.
Screening O=C(CNC(=S)N(CCCN1CCOCC1)Cc1cccs1)N1CCCCCC1 returned TAG inh -2 and TAG inh DAPI viability 13.
Cn1c(=N)n(CC(O)c2ccco2)c2ccccc21 (stereo not given) was read as TAG inh -14 and TAG inh DAPI viability -6.
`O=c1[nH][nH]c(C(F)(F)F)c1/C=N/N1CCOCC1` gave TAG inh 0 and TAG inh DAPI viability -5.
For CCOCCCNCC(=O)NCC1CCCCC1 the results were TAG inh -15 and TAG inh DAPI viability 0.
C=CCSc1nc(C)cc(C(=O)OCC)c1C#N was read as TAG inh -1 and TAG inh DAPI viability -2.
For CCNc1sc(S(C)(=O)=O)nc1S(=O)(=O)c1ccc(Cl)cc1 the results were TAG inh 3 and TAG inh DAPI viability -7.
CC(C)c1cccc(C(C)C)c1OC(=O)[C@H]1OC(c2ccc(Br)cc2)=C[C@@H]1c1ccc(Br)cc1 was read as TAG inh 59* and TAG inh DAPI viability -20*.
`Cc1cnc(C(=O)N(CC(C)C)c2c(N)n(CC(C)C)c(=O)[nH]c2=O)cn1` gave TAG inh -10 and TAG inh DAPI viability -6.
O=C(OCC(=O)N1CCN(c2ccccc2)CC1)c1cccc([N+](=O)[O-])c1 was read as TAG inh -9 and TAG inh DAPI viability -7.
CC(C)C(=O)Nc1sc2c(c1-c1nc3ccccc3[nH]1)CCCC2 was read as TAG inh 47 and TAG inh DAPI viability 42.
Cc1c(C)n2c(SCC(=O)N3CCCCCC3)nnc2[nH]c1=O was read as TAG inh 8 and TAG inh DAPI viability -4.
Screening CCCCCC(=O)NC(CC(=O)OC)c1ccc2c(c1)OCO2 (stereo not given) returned TAG inh -4 and TAG inh DAPI viability 2.
Cc1cc(C)c2c(c1)OC(=O)CC2c1ccc2c(c1)OCO2 (stereo not given) was read as TAG inh -22 and TAG inh DAPI viability 4.
`COc1cc(OC)cc(-c2nc3ccccc3c(=O)n2OC(=O)c2ccccc2C)c1` gave TAG inh 0 and TAG inh DAPI viability 17.
O=S1(=O)CCOCCN1Cc1ccccc1 was read as TAG inh -3 and TAG inh DAPI viability 2.
For CC(C)[C@H](NC(N)=O)C(=O)Nc1ccc(Oc2ccccc2)cc1 the results were TAG inh 4 and TAG inh DAPI viability -6.
Screening COc1ccccc1C(CNC(=O)C1CCN(C(=O)Nc2ccccc2)CC1)N1CCCC1 (stereo not given) returned TAG inh 11 and TAG inh DAPI viability -11.
`Cc1ccc(NC(=O)CSCC(=O)Nc2ccccc2C(=O)NC2CC2)cc1` gave TAG inh -5 and TAG inh DAPI viability -5.
Screening Cc1ccc2nc(C)cc(C(=O)OCC(=O)Nc3c(C)n(C)n(-c4ccccc4)c3=O)c2c1 returned TAG inh -5 and TAG inh DAPI viability -2.
Cc1cc(C(=O)Cn2nnc3ccccc3c2=O)c(C)n1Cc1cccs1 was read as TAG inh -9 and TAG inh DAPI viability 6.
`Cc1cccc(-n2ccnc2SCC(=O)Nc2nccs2)c1C` gave TAG inh -1 and TAG inh DAPI viability -5.
Screening Cn1c2ccccc2n2c(=O)cc(-c3ccccc3)c(C#N)c12 returned TAG inh -5 and TAG inh DAPI viability 3.
Screening CC(C)Cc1csc(NC(=O)C(C)C)c1C(=O)O returned TAG inh 3 and TAG inh DAPI viability 3.
Screening CCOc1ccccc1C(=O)N1CCN=C1SCc1cccnc1 returned TAG inh -12 and TAG inh DAPI viability 3.
CC(C)(C)Nc1nc(Cl)nc(NCc2ccccc2)n1 was read as TAG inh -58 and TAG inh DAPI viability -2.
`COc1ccc(NC(=O)/C=C2\SC(=O)NC2=O)cc1` gave TAG inh 1 and TAG inh DAPI viability -7.
COC(=O)C1CCN(C(=O)COC(=O)c2oc3ccc(OC)cc3c2C)CC1 was read as TAG inh 5 and TAG inh DAPI viability -4.
`CCN(C(=O)COC(=O)c1ccc(SC)cc1OC)C1CCS(=O)(=O)C1` (stereo not given) gave TAG inh -3 and TAG inh DAPI viability 8.
Screening Cc1ccc(S(=O)(=O)N2CCN(C(=O)COC(=O)/C=C/c3ccccc3)CC2)c(C)c1 returned TAG inh 18 and TAG inh DAPI viability -9.
For CC1CCCC(NC(=O)CSc2nnc(-c3cccnc3)n2N)C1C (stereo not given) the results were TAG inh 7 and TAG inh DAPI viability 0.
`COCC(=O)Nc1ccc2c(c1)[C@@H]1C[C@H](CC(=O)NCc3cccc(F)c3)O[C@@H](CO)[C@@H]1O2` gave TAG inh 1 and TAG inh DAPI viability 7.
CC1CCCN(S(=O)(=O)c2cccc(-c3cn4cccnc4n3)c2)C1 (stereo not given) was read as TAG inh -5 and TAG inh DAPI viability 36.
`Cn1c(SCC(=O)NC2CC2)nnc1C1CC1` gave TAG inh -11 and TAG inh DAPI viability 8.
`O=S(=O)(Nc1ncnc2c1oc1ccccc12)c1ccc(Cl)s1` gave TAG inh -8 and TAG inh DAPI viability 3.
`Cc1cc(N2C(=O)C(=O)/C(=C(/O)c3ccc(F)cc3)C2c2cccc(Br)c2)no1` (stereo not given) gave TAG inh -8 and TAG inh DAPI viability -6.
